Screens: PubChem, several laboratories
TRPC4 PAM: allosteric potentiators of mouse TRPC4 channel; B-score at 10 µM; AID 2227; Q9QUQ5; HEK293 TRPC4beta/mu-opioid, DAMGO EC20, Fluo-4 Ca2+ flux; active compounds read high; 0.42% of 310,000 active;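 active = B-score of calcium response area above 5 SD of library B-scores, with initial fluorescence ratio within 5 SD of library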;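 also: B-score of integrated fluorescence ratio over time as area under calcium response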
HDAC3 inhib: blocks human histone deacetylase 3 | O15379 | recombinant HDAC3, fluorogenic peptide/trypsin coupled, fluorescence | 0.15% of 320,000 active | inhibition, % at 8.3 µM; in the data active = inhibition above about 26%, passing the limit was not always enough; inconclusive = no clear call, values can overlap the other calls
KCNQ1 inh: inhibitors of human KCNQ1 potassium channel; P51787; CHO-K1 KCNQ1, FluxOR thallium flux fluorescence; active compounds read high; B-score at 10 µM; 1.3% of 310,000 active;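 active = compounds whose thallium flux B-score, printed positive for inhibition, exceeds three library SD while starting fluorescence stays within three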;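 also: channel opened by potassium depolarization with thallium stimulus after 20 min compound exposure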
hERG rescue: shields human hERG channel from block by proarrhythmic agents. Q12809. CHO-hERG, FluxOR thallium flux, dofetilide IC70 present. activation (rescue from dofetilide block), less the hit threshold, % at 10 µM. 0.51% of 310,000 active. AID 1511;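 active = activation above the mean of controls blocked by dofetilide plus 5 SD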;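 also: thallium influx through hERG after potassium depolarization seen as dye fluorescence rise; in these data hits start at about 4.7%; inactives centre near -7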
Target sequence (Q12809 whole entry, looked up): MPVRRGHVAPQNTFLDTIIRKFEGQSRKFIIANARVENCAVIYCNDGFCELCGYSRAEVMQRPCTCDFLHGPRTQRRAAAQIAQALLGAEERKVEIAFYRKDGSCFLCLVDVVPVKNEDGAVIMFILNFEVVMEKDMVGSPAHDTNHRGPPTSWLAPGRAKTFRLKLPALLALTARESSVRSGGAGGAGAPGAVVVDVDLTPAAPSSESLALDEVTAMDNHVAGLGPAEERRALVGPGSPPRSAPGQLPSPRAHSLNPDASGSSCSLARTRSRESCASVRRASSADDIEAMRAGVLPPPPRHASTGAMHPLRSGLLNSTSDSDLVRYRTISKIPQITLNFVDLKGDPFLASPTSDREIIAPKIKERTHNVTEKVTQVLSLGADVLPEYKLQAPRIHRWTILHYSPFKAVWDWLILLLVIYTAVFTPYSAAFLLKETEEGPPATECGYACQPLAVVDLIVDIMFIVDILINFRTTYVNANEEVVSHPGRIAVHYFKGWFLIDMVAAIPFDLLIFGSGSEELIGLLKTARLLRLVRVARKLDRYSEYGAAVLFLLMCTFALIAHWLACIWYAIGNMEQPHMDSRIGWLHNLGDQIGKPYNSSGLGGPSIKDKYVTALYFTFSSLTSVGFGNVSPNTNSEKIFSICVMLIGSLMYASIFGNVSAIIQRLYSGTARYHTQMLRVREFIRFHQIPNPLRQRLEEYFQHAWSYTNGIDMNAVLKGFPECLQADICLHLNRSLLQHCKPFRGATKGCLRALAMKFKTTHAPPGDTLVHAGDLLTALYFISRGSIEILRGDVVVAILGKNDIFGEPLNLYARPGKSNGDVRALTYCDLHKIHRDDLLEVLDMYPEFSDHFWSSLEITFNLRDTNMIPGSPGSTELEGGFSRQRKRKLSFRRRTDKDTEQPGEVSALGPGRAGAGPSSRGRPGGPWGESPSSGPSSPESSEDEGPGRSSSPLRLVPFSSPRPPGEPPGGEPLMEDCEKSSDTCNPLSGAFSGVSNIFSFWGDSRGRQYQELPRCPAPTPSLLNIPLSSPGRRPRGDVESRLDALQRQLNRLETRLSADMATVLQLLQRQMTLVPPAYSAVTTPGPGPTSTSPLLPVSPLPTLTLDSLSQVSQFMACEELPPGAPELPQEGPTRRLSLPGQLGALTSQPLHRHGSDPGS
TRPC4 agonist: activators of mouse TRPC4 channel. AID 2237. 0.49% of 310,000 active. B-score at 10 µM. Q9QUQ5. HEK293 TRPC4beta/mu-opioid, Fluo4 calcium fluorescence; active compounds read high;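 active = B-score above 5 SD of library B-scores, and initial fluorescence ratio not above library mean plus 5 SD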;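 also: positive B-score marks a calcium rise read as TRPC4 activation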
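Assay system: HEK293 stable line with TRPC4beta plus mu-opioid receptor. Times: dye 45 min RT, read 110 s. Measured by: kinetic Fluo4 calcium fluorescence. Measure: B score of integrated ratio. Controls: assay buffer as low control, maximal DAMGO as high control.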
KCNQ1 pot: human KCNQ1 channel potentiation or activation; P51787; B-score at 10 µM; AID 2648; CHO-K1 KCNQ1, thallium flux FluxOR fluorescence; active compounds read high; 0.35% of 310,000 active;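 active = fluorescence ratio B-score, a plate-corrected score, at least three library SD, with initial intensity B-score within 5 SD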
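System: Stable KCNQ1 CHO-K1 line | Incubation: 90 min dye loading and 20 min compound exposure, both at room temperature | Measure: Ratio B score | Medium: Assay buffer for compound exposure, DMSO matched across wells | Compound dosing: Single-concentration screen | Probe or stimulus: K+/Tl+ depolarizing stimulus | Measured by: Kinetic FluxOR fluorescence, 10 s baseline plus 110 s post-stimulus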
KCNK3 block: human KCNK3 channel inhibition, primary screen | AID 602410 | 0.84% of 340,000 active | O14649 | CHO-KCNK3 thallium flux, FluxOR fluorescence; active compounds read low | B-score at 10 µM;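 active = B-score under library mean minus 4 SD, starting fluorescence ratio at most library mean plus 5 SD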;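 also: more negative B-score means stronger inhibition of thallium flux through KCNK3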
KCNK9 block: blocks the human KCNK9 two-pore domain potassium channel; Q9NPC2; HEK293 KCNK9, FluxOR thallium flux fluorescence; active compounds read low; 1.2% of 310,000 active; B-score at 10 µM;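 active = ratio B-score over 3 SD below the library mean, with starting fluorescence within 5 SD of its mean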;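 also: negative B-score means less thallium flux so channel inhibition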
DYRK1A inh: blocks rat Dyrk1A kinase activity; 0.43% of 310,000 active; ADP-Glo luminescence, NFATc1 peptide; inhibition, % at 12.5 µM; AID 504441; Q63470; in the data active = inhibition above about 50%;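 also: plate controls were vehicle with enzyme for no effect and no enzyme for full effect; many of its hits are not listed in these tables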
ANO1 activ: activates or potentiates the mouse TMEM16A chloride channel | Q8BHY3 | HEK293 TMEM16A/YFP-H148Q/I152L, iodide quench fluorescence; active compounds read low | B-score at 10 µM | 0.3% of 340,000 active | AID 623877;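 active = fluorescence-ratio B-score plate-corrected deviation score at least 3 library SD below zero, with starting fluorescence score within 5 deviations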;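 also: channel opened by trigger with iodide after compound preincubation; score built on the fluorescence ratio of max minus min over baseline; more negative score means more quench and so TMEM16A activation or potentiation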
ANO1 block: blocks the mouse calcium-activated chloride channel TMEM16A; Q8BHY3; HEK293 TMEM16A/YFP iodide influx fluorescence, ionomycin; normalized B-score (activity score, 25-100; higher = stronger inhibition) at 10 µM; 1.2% of 310,000 active;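 active = ratio plate-corrected score three or more library SD toward inhibition, starting fluorescence score within five deviations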;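 also: score derived from kinetic fluorescence span divided by baseline fluorescence per well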
An asterisk follows results filed as active; i = inactive; ? = inconclusive; . = not tested or not shown. Not all compounds are listed; rates above refer to the full screens.

SMILES | TRPC4 PAM | HDAC3 inhib | KCNQ1 inh | hERG rescue | TRPC4 agonist | KCNQ1 pot | KCNK3 block | KCNK9 block | DYRK1A inh | ANO1 activ | ANO1 block
COc1ccc(Cl)cc1N=Cc1c(O)c2ccccc2oc1=O | i | 1 | i | -9 | i | i | i | i | 15 | i | i
COc1ccc(CNc2oc(C)nc2C#N)cc1 | i | -2 | i | -12 | i | i | i | i | -2 | i | i
CC(=O)N1CCN(c2ccccc2NC(=O)c2ccco2)CC1 | i | 3 | i | -9 | i | i | i | i | 6 | i | i
CCCc1ccc(-c2ccc(/C=C/C(=O)O)cc2)nc1 | i | 8 | i | 2 | i | i | i | i | -1 | i | i
O=C(Nc1cccc(C(=O)O)c1)/C(=C/c1ccc([N+](=O)[O-])cc1)NC(=O)c1ccccc1 | i | 5 | i | -12 | i | i | i | i | 0 | i | i
CC(=O)N(\C=C/C=C/C=C1\Sc2ccccc2C1=O)c1ccccc1 | i | 1 | 7* | -13 | i | i | i | i | -4 | i | i
CCn1c(SCC(=O)NCc2ccc3c(c2)OCO3)nnc1-c1c[nH]c2ccccc12 | i | -2 | i | -8 | i | i | i | i | 11 | i | i
O=C(CSc1nnc(-c2ccco2)n1-c1ccccc1)NCC1CCCO1 (stereo not given) | i | -2 | i | -8 | i | i | i | i | 1 | i | i
COc1cccc(C2NC(=O)N(CCCC(=O)O)C(C)=C2C(=O)OCc2ccccc2)c1 (stereo not given) | i | -6 | i | -7 | i | i | . | i | . | . | i
O=C(CSc1nnnn1C1CCCCC1)N1CCN(C(=O)c2ccco2)CC1 | i | -1 | i | -8 | i | i | i | i | 0 | i | i

One compound at a time, as listed above. Order of screens: TRPC4 PAM | HDAC3 inhib | KCNQ1 inh | hERG rescue | TRPC4 agonist | KCNQ1 pot | KCNK3 block | KCNK9 block | DYRK1A inh | ANO1 activ | ANO1 block
Listed for CCn1c(SCC(=O)NCc2ccc3c(c2)OCO3)nnc1-c1c[nH]c2ccccc12 : i | -2 | i | -8 | i | i | i | i | 11 | i | i
Listed for CC(=O)N1CCN(c2ccccc2NC(=O)c2ccco2)CC1 : i | 3 | i | -9 | i | i | i | i | 6 | i | i

Next section.
SMILES | TRPC4 PAM | HDAC3 inhib | KCNQ1 inh | hERG rescue | TRPC4 agonist | KCNQ1 pot | KCNK3 block | KCNK9 block | DYRK1A inh | ANO1 activ | ANO1 block
CC1CCCCN1S(=O)(=O)c1ccc(S(=O)(=O)N(Cc2ccccc2)Cc2ccco2)cc1 (stereo not given) | i | 1 | i | -8 | i | i | i | i | -3 | i | i
COc1cccc(CN(C)CC(=O)NCc2ccc(C)cc2)c1 | i | ? | i | -8 | i | i | i | i | 1 | i | i
CC(C)(C)NC(=O)NC(=O)COC(=O)c1cccc(F)c1 | i | -1 | i | -10 | i | i | i | i | -5 | i | i
O=C(CCCc1ccccc1)N1CCN(C2CCCCC2)CC1 | i | -1 | i | -11 | i | i | i | i | . | i | i
O=C(NCCC1=CCCCC1)C(=O)NCC(c1ccco1)N1CCN(c2ccccc2)CC1 (stereo not given) | i | . | i | -8 | i | i | i | i | -4 | i | i
COc1cc2c(cc1O)C(Cc1ccc(O)cc1)[N+](C)([O-])CC2 (stereo not given) | i | -10 | i | 0 | i | i | i | i | 6 | i | i
CCOC(=O)c1sc(NC(=O)c2cc3n(n2)C(C(F)(F)F)CC(c2ccccc2)N3)c(C(=O)OCC)c1C (stereo not given) | i | 0 | i | -6 | i | i | i | i | -1 | i | i
CCn1c(=O)n(CC)c2cc(N3CCCC3)c(NC(=O)c3ccccc3OC)cc21 | i | -2 | i | -13 | i | i | i | -9* | . | i | i
Cc1ccc(C)c(SCC(=O)OCC(=O)c2ccco2)c1 | i | 3 | i | -6 | i | i | i | i | 30 | i | i
COCCCN1C(=O)C(O)=C(C(C)=O)C1c1ccccn1 (stereo not given) | i | 7 | i | -8 | i | i | i | i | 11 | . | i
O=C(Nc1ccon1)c1ccc(N2CCCCC2)c([N+](=O)[O-])c1 | i | 3 | i | -3 | i | i | i | i | 7 | i | i
O=C(Nc1nnc(Cc2ccc(Cl)cc2)s1)C1CCCO1 (stereo not given) | i | 6 | i | -9 | i | i | i | i | -6 | i | i
CCCCNC(=O)CCC(=O)Nc1ccc2nc(N3CCN(C)CC3)cc(C)c2c1 | i | -13 | i | -11 | i | i | i | i | 0 | i | i
CC(=O)N1CCc2cc(S(=O)(=O)CCC(=O)N3CCc4ccccc4C3)ccc21 | i | -1 | i | -10 | i | i | i | i | -5 | i | i
COc1cc(O)c(C(CCN2CCCC2)c2ccc3c(c2)OCO3)c(OC)c1 (stereo not given) | i | 1 | i | -11 | i | i | i | i | 0 | i | i
c1ccc(CCSc2ncnc3nc[nH]c23)cc1 | i | -1 | i | -14 | i | i | i | i | 6 | i | i
O=C(COC(=O)c1cc(F)cc(F)c1)NCCCc1ccccc1 | i | 4 | i | -3 | i | i | i | i | 0 | i | i
CN(C)S(=O)(=O)c1cccc(NC(=O)c2ccc3nccnc3c2)c1 | i | -1 | i | -12 | i | i | i | i | 9 | i | i
N/C(=N\OC(=O)c1ccco1)c1ccccc1 | i | 7 | i | -4 | i | i | i | i | -2 | i | i
Cc1ccc(/C=C/C(=O)OC(C)C(=O)NC2CCCCC2C)o1 (stereo not given) | i | 1 | i | -18 | i | i | i | i | -1 | i | i
O=C(CNC(=S)N(CCCN1CCOCC1)Cc1cccs1)N1CCCCCC1 | i | 5 | i | -3 | i | i | i | i | . | i | i
COC(=O)Cn1c(=NC(=O)CSCC(=O)Nc2cc(C)on2)sc2ccccc21 | i | -2 | i | -8 | i | i | i | i | 6 | i | i
NC(=O)c1cc2ccccc2o/c1=N\NC(=O)c1ccccc1O | i | 5 | i | -6 | i | i | i | i | 2 | i | i
CCN(CC)S(=O)(=O)c1ccc(C)c(NC(=O)CSc2nc3ccc(C)cc3[nH]2)c1 | i | 4 | i | -14 | i | i | i | i | -5 | i | i
COc1cccc(NC(=O)Nc2ccc3c(c2)nnn3C)c1 | . | -9 | . | . | . | . | i | . | 3 | i | i
Cn1c(=N)n(CC(O)c2ccco2)c2ccccc21 (stereo not given) | i | 5 | i | -4 | i | i | i | i | 2 | i | i
CNC(=O)c1c(NC(=O)C2=COCCO2)sc2c1CCC(C)C2 (stereo not given) | i | 3 | i | -8 | i | i | i | i | . | i | i
CCOCCCNCC(=O)NCC1CCCCC1 | i | 2 | i | -14 | i | i | i | i | -2 | i | i
O=c1[nH][nH]c(C(F)(F)F)c1/C=N/N1CCOCC1 | i | -6 | i | -13 | i | i | i | i | -2 | i | i
Cc1ccc(-c2cc(C(=O)Nc3nn[nH]n3)c3ccccc3n2)cc1 | i | -7 | i | -4 | i | i | i | i | 0 | i | i
COc1cc(/C=N/Nc2nc(Nc3ccccc3)nc(N3CCCCC3)n2)ccc1OCC(=O)O | i | 7 | i | -10 | i | i | i | i | -67 | i | i
C=CCSc1nc(C)cc(C(=O)OCC)c1C#N | i | 0 | i | -8 | i | i | i | i | -1 | i | i
CCNc1sc(S(C)(=O)=O)nc1S(=O)(=O)c1ccc(Cl)cc1 | i | -4 | i | -11 | i | i | i | i | -5 | i | i
CCCOc1ccc(N/C=C/C(=O)c2cc(OC)c(OC)c(OC)c2)cc1 | i | 1 | i | -5 | i | i | i | i | -2 | i | i
O=C(OCC(=O)N1CCN(c2ccccc2)CC1)c1cccc([N+](=O)[O-])c1 | i | 2 | i | -4 | i | i | i | i | -5 | i | i
CCNC(=S)NNC(=O)c1ccccc1OC(F)F | i | 1 | i | -5 | i | i | i | i | -8 | i | i
C=CCNc1ncnc2sc(SC)nc12 | i | 13 | i | -3 | i | i | i | i | 10 | i | i
CCCc1cc(=O)oc2c(C)c(OCC(=O)NCc3ccccn3)ccc12 | i | 1 | i | -3 | i | i | i | i | . | i | i
CC(C)C(=O)Nc1sc2c(c1-c1nc3ccccc3[nH]1)CCCC2 | i | -2 | i | -5 | i | i | i | i | 1 | i | i
Cc1ccc(NC(=O)CSc2ccc(C(N)=O)cc2[N+](=O)[O-])cc1C | i | 2 | i | -14 | i | i | i | i | -1 | i | i

Filtered by structure: the entries above containing a cyano group (2)
SMILES | TRPC4 PAM | HDAC3 inhib | KCNQ1 inh | hERG rescue | TRPC4 agonist | KCNQ1 pot | KCNK3 block | KCNK9 block | DYRK1A inh | ANO1 activ | ANO1 block
COc1ccc(CNc2oc(C)nc2C#N)cc1 | i | -2 | i | -12 | i | i | i | i | -2 | i | i
C=CCSc1nc(C)cc(C(=O)OCC)c1C#N | i | 0 | i | -8 | i | i | i | i | -1 | i | i

Next section
SMILES | TRPC4 PAM | HDAC3 inhib | KCNQ1 inh | hERG rescue | TRPC4 agonist | KCNQ1 pot | KCNK3 block | KCNK9 block | DYRK1A inh | ANO1 activ | ANO1 block
Cc1c(C)n2c(SCC(=O)N3CCCCCC3)nnc2[nH]c1=O | i | 1 | i | -14 | i | i | i | i | -11 | i | i
CSc1nc(-c2ccc(C)cc2)nc(C(Cl)Cl)n1 | i | -2 | i | -6 | i | i | i | i | -3 | i | i
CCCCCC(=O)NC(CC(=O)OC)c1ccc2c(c1)OCO2 (stereo not given) | i | . | i | -2 | i | i | i | i | -10 | i | i
CC(=O)Oc1ccc2c(c1)Oc1cc(OC(C)=O)ccc1C21OC(=O)c2ccccc21 | . | 6 | . | . | . | . | i | . | -5 | i | i
COc1cc(OC)cc(-c2nc3ccccc3c(=O)n2OC(=O)c2ccccc2C)c1 | i | 10 | i | -13 | i | i | i | i | -3 | i | i
CC(C)[C@H](NC(N)=O)C(=O)Nc1ccc(Oc2ccccc2)cc1 | i | 1 | i | -10 | i | i | i | i | -1 | i | i
O=S1(=O)CCOCCN1Cc1ccccc1 | i | 1 | i | -6 | i | i | i | i | -3 | i | i
CS(=O)(=O)c1sc(C#N)c2c1C(=O)CC(c1ccccc1)C2 (stereo not given) | i | 2 | i | -10 | i | 27* | i | i | 20 | -11* | i
c1ccc(CCOn2ccnc2)cc1 | i | 7 | i | -5 | i | i | i | i | 0 | i | i
O=C(NCc1ccc2c(c1)OCO2)c1ccc(COc2cc(Cl)ccc2Cl)o1 | i | 4 | i | -11 | i | i | i | i | 4 | i | i
O=C(NCC1COc2ccccc2O1)c1ccccc1 (stereo not given) | i | 1 | i | -8 | i | i | i | i | 1 | i | i
COCCCNC(=S)Nc1ccc2nc(N3CCOCC3)cc(C)c2c1 | i | -9 | i | -6 | i | i | i | i | 2 | i | i
Cc1ccc(S(=O)(=O)N(C)C)cc1NC(=O)CN1C(=O)NC2(CCCCCC2)C1=O | i | -3 | i | -12 | i | i | i | i | 0 | i | i
